# Screening data from PubChem BioAssay.
# CTSL1 counter – counter-screen for PFM18AAP inhibitors: inhibitors of F. hepatica cathepsin L1. recombinant F. hepatica cathepsin L1, Z-Leu-Arg-MCA fluorescence. inhibition, % at 5.96 µM. hit rate 0.49% among 300,000. AID 1906;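 active means inhibition above the mean of all tested compounds plus 3 SD, set per screening campaign, cut at about 17% in these data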;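 further: 0% = plate median of test compound wells and 100% = 1 µM Z-Phe-Ala-diazomethylketone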
# TPT1 inh – inhibitors of Candida albicans tRNA 2'-phosphotransferase TPT1; recombinant caTPT1, FP RNA substrate dephosphorylation; inhibition, % at 5 µM; hit rate 0.81% among 300,000; AID 1962;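 active means inhibition above the mean of all tested compounds plus 3 SD, set per screening campaign, cut at about 24% in these data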;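 further: plate controls were DMSO alone for no effect and ferristatin control at 100 nM for full effect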
# LYPLA2 inh – counter-screen for PME1 inhibitors: inhibitors of human LYPLA2; recombinant LYPLA2, FP-Rh probe fluorescence polarization; inhibition, % at 5.9 µM; hit rate 0.38% among 320,000; AID 2177;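 active means inhibition above the screen-wide mean plus 3 SD, limit set per campaign, cut at about 26% in these data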;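 further: 0% = LYPLA2 with DMSO and 100% = wells lacking LYPLA2 enzyme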
# Target sequence (O95372 whole entry, looked up): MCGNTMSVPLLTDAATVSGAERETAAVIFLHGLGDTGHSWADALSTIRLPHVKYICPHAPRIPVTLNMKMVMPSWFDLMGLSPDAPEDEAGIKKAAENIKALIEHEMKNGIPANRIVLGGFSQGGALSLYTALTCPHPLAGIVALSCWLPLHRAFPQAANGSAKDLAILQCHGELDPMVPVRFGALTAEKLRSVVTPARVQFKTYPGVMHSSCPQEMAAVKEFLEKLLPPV
# HCV core dimer – blocks dimerization of HCV core protein | TR-FRET GST/Flag-core106 dimerization, 1536-well | inhibition, % at 5 µM | hit rate 0.33% among 300,000;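 active means inhibition above the mean of all tested compounds plus 3 SD, set per screening campaign, cut at about 45% in these data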
#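 Material: Tagged HCV core106 pair (GST and Flag) | Amount: GST-core106 13.5 nM, Flag-core106 17 nM | Medium: KF-containing HEPES buffer, pH 7.45, DTT, CHAPS, BSA | Reagent: Eu donor and XL665 acceptor anti-tag antibodies | Schedule: 4 h at 22.5 °C | Technique: Time-resolved FRET, ex 340 nm, em 617 and 671 nm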
# Efflux pump inh – inhibitors of Candida antifungal efflux pumps expressed in yeast; S. cerevisiae Candida pump triplex, Nile Red efflux; inhibition, % at 10 µM; hit rate 0.44% among 330,000; AID 485275;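 active means plate passing quality check with inhibition over a set limit, or well fluorescence over plate mean plus 4 SD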;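 further: Nile Red retained in pooled yeast measured as flow cytometry median fluorescence; 0% = buffer negative control and 100% = Enniatin B positive control; higher means more Nile Red kept so more efflux inhibition; some compounds called inactive have numbers as strong as hits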
# PREPL inhibitor – inhibitors of human prolyl oligopeptidase-like enzyme PREPL; inhibition, % at 5.96 µM; Q4J6C6; AID 2751; recombinant PREPL, fluorescence polarization activity-based probe; hit rate 0.68% among 320,000; in the data active means inhibition above about 43%;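 further: 0% = enzyme with DMSO and 100% = wells lacking enzyme; many of its hits are not listed in these tables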
# GASC-1 inh – inhibitors of human GASC-1 (JMJD2C) demethylase | hit rate 0.069% among 330,000 | Q9H3R0 | AID 2099 | inhibition, % at 2.35 µM | GST-JMJD2C(1-420) H3K9me3 demethylation, DELFIA europium;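 active means more than half of a compound's replicate wells show inhibition beyond 50%, single wells judged on their own value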;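 further: signal counts dimethyl H3K9 product captured on neutravidin plate; 0% = median of DMSO wells and 100% = 0.3 times that DMSO median; strong numbers were not always called active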
# PP5 primary – inhibitors of human protein phosphatase 5 (PP5) | purified PP5c, OMFP substrate fluorescence | inhibition, % at 6.7 µM | hit rate 0.18% among 320,000;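 active means inhibition above the campaign's mean inhibition across all tested compounds plus 3 SD, cut at about 9.5% in these data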;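 further: 0% = DMSO only and 100% = 100 µM cantharidin control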
# Target sequence (P53041 whole entry, looked up): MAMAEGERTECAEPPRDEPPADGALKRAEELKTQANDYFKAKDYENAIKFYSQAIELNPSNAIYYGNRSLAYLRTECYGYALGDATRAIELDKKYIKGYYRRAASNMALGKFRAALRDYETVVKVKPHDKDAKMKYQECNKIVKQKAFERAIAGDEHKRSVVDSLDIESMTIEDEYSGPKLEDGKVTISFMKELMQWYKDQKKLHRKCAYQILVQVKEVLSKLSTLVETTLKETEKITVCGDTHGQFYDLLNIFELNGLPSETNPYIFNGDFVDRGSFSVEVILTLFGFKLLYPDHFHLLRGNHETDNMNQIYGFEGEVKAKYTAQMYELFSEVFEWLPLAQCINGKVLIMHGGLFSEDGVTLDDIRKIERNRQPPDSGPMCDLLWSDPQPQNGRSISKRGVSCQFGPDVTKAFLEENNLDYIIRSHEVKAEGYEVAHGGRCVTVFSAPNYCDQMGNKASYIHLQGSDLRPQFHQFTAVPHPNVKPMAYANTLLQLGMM
# PP1 inh – counter-screen for PP5 inhibitors: inhibitors of human PP1-alpha; P62136; purified PP1alpha, OMFP fluorescence; inhibition, % at 6.7 µM; hit rate 0.9% among 320,000;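 active means inhibition above the mean inhibition of all tested compounds plus 3 SD, computed separately for each screening campaign, cut at about 15% in these data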
# Numbers without * were called inactive; x = not tested or not shown.
Molecule,CTSL1 counter,TPT1 inh,LYPLA2 inh,HCV core dimer,Efflux pump inh,PREPL inhibitor,GASC-1 inh,PP5 primary,PP1 inh
Cc1onc(-c2c(F)cccc2Cl)c1C(=O)N1CCN(c2ncccn2)CC1,1.6,0.6,1.0,0.7,0.1,-11.8,-2.9,-2.4,-3.3
O=C(N/N=C/c1ccccn1)c1ccc(Br)cc1,-0.2,-1.5,-1.9,-11.2,0.9,7.2,-1.4,0.7,2.6
Clc1c(OCCCn2ccnc2)ccc2ccccc12,-0.5,-0.2,7.5,7.6,-0.1,12.1,-3.5,0.5,-0.4
CCOC(=O)c1ccc(NC(=O)C2CCN(S(=O)(=O)c3c(C)nn(C)c3C)CC2)cc1,4.1,1.8,0.7,-3.1,0.3,-10.6,-1.1,1.1,-1.3
COc1ccc(-n2cc(CN(C)C3CCOCC3)c(-c3cccc(F)c3)n2)cc1,1.6,-3.6,9.6,-8.1,-0.1,10.8,1.1,3.3,-2.9
CCC1NC(=O)c2cc(S(N)(=O)=O)c(Cl)cc2N1 (stereo not given),0.3,-1.5,3.5,13.3,0.0,-0.3,x,3.7,2.2
Cn1c(CNC(=O)c2cccs2)nnc1SCC(=O)Nc1ccc(Cl)cc1,-0.2,1.4,11.2,2.0,0.3,2.5,-5.1,-0.1,5.6
COc1ccc(Oc2nc3ccccc3n(C)c2=O)cc1,-0.2,1.0,5.5,-3.7,0.3,3.3,6.4,0.6,-0.7
Cc1ccc(N2C(=O)C3C(C2=O)C(C(=O)c2ccc(Cl)cc2)N2CCCC32)cc1 (stereo not given),-1.0,-13.3,-7.0,61.8*,0.0,8.6,-5.2,0.6,-0.4
O=C(CNC(=O)C1CC(=O)N(c2cccc3ccccc23)C1)Nc1ccccc1Br (stereo not given),x,x,-0.4,x,0.0,-2.3,2.4,2.0,-5.7
CCOC(=O)c1ccc(N=C2SC(C(=O)NCCc3ccccc3)CC(=O)N2C)cc1 (stereo not given),2.0,2.0,-6.1,3.0,0.1,3.6,0.6,2.7,0.4
COc1cccc2cc(C(=O)NCCc3c[nH]c4ccccc34)c(=O)oc12,1.0,0.0,-2.5,5.6,0.2,-19.4,-9.2,2.5,-0.7
Cc1csc2ncc(C(=O)Nc3ccon3)c(=O)n12,1.0,-1.8,-0.7,-11.4,-0.1,18.5,9.0,-0.9,-3.2
COc1cc(/C=N/NC(=O)c2cccnc2)ccc1OC(=O)c1ccc([N+](=O)[O-])cc1,-0.1,-2.0,7.1,-5.6,0.1,35.0,-6.0,0.1,1.9
COC(=O)[C@@H]1CCCN1C(=O)[C@@H](NC(=O)OC(C)(C)C)C(C)C,0.2,-4.5,-2.4,-2.4,x,-1.9,-10.1,0.0,-2.3
CC(=O)c1cccc(NC(=O)NC2CCCCCCC2)c1,4.6,1.6,-2.7,-6.1,0.0,5.6,-27.3,1.3,1.1
C=CCc1c(Cl)nc(C)nc1NCc1ccccc1,-1.4,-1.1,2.5,-2.1,0.4,-3.7,26.4,2.8,-1.8
CN(C)S(=O)(=O)c1cccc(NC(=O)/C=C/c2ccccc2[N+](=O)[O-])c1,-1.5,-13.3,-3.5,1.7,-0.1,3.5,-1.8,1.3,-0.8
Nc1nc(NCC2CCCO2)nc(Nc2ccc(F)cc2)c1[N+](=O)[O-] (stereo not given),3.9,3.0,1.0,1.5,0.5,5.0,0.1,-2.5,-2.3
COc1ccc(N2CCN(C(=O)CCCn3nnnc3CN3CCOCC3)C(C)C2)cc1 (stereo not given),2.7,-2.0,10.9,-18.1,-0.1,7.2,x,4.3,-2.5
CC(C)c1nc(SCC(=O)N2CCCC2)c2c(=O)n(C)c(=O)n(C)c2n1,1.3,-1.3,-1.2,12.3,0.0,0.7,6.3,0.0,1.4
CN(C)C(CNC(=O)c1ccc(Cl)c(S(=O)(=O)N2CCCCCC2)c1)c1ccccc1 (stereo not given),x,x,-1.1,x,0.4,10.7,0.6,1.4,-2.1
CC1CCCN(C(=O)c2ccncc2)C1 (stereo not given),-3.8,0.7,3.7,-6.2,-0.1,1.5,1.1,-0.2,-4.6
O=C(NN=C1CCCC1)c1ccccc1[N+](=O)[O-],-3.8,-0.6,-1.6,-7.3,0.1,13.3,0.7,2.7,-1.7
CN(Cc1ccc(F)cc1Cl)S(=O)(=O)c1cccs1,-0.8,0.9,-1.9,-2.1,-0.1,8.3,-20.5,0.9,1.3
CCCCN(C(=O)CSc1nc2ccccc2n1CC)C1CCS(=O)(=O)C1 (stereo not given),x,x,6.3,x,-0.1,10.3,8.4,0.3,1.0
O=Cc1ccc(N2CCCC2)c(F)c1,-0.7,-4.2,-0.3,-3.8,-0.1,9.3,26.6,0.7,-3.9
CC1CCCCN1C(=O)Cc1ccc(Cl)cc1 (stereo not given),0.9,-2.4,5.3,1.8,-0.1,-0.5,-4.0,-0.3,-1.9
CC(C)[C@H](NC(=O)N1CCn2c1nc1ccccc12)C(=O)NCc1ccco1,-1.3,-1.2,0.5,-2.7,0.0,5.0,17.1,-0.7,-1.2
Cc1ccccc1-c1noc(CCC(=O)NC2CCCCC2)n1,-1.0,-0.6,2.4,8.9,0.1,-3.1,-22.7,-0.4,2.6
CCOC(=O)c1c(C)[nH]c(C(=O)OCC(=O)NC2CCS(=O)(=O)C2)c1C (stereo not given),0.6,-3.8,7.0,-3.2,-0.1,13.9,11.5,1.7,0.0
CC(C)Oc1ccc(CNCC2(O)CCOC(C)(C)C2)cc1 (stereo not given),3.5,-1.7,-6.8,-15.8,-0.1,-8.2,0.2,1.5,-7.4
O=C(/C=C\N1CCOCC1)c1ccc(Br)cc1,4.5,-0.6,-7.1,0.1,-0.1,-16.9,-0.7,0.4,3.0
Cc1ccc(C(=O)NC2CCN(CCCC(=O)c3ccc(F)cc3)CC2)cc1,0.8,0.9,3.9,7.6,0.0,7.2,9.2,0.0,0.2
C[C@H]1[C@H](C)CC[C@]2(C(=O)O)CC[C@]3(C)C(=CC[C@@H]4[C@@]5(C)C[C@@H](O)[C@H](O)C(C)(C)[C@@H]5CC[C@]43C)[C@H]12,-1.2,1.4,-7.9,10.3,0.5,-8.3,-6.1,-3.9,-3.4
Cc1ccc([N+](=O)[O-])cc1N,0.7,-2.6,6.4,-3.7,0.1,17.6,3.3,0.5,-3.3
COc1cccc(-n2nnc3c(=O)n(Cc4c(F)cccc4Cl)cnc32)c1,1.6,-2.1,1.8,1.9,-0.1,-8.4,6.4,-2.3,-4.4
Brc1ccc(CSc2nccn2-c2ccccc2)cc1,2.7,2.2,7.5,2.6,0.1,-17.6,-6.5,4.1,1.5
Cn1c(NC(=O)c2cccs2)c(-c2cccs2)c(=O)c2ccccc21,-0.9,4.2,7.3,7.2,0.1,7.9,x,1.0,3.1
COc1ccc(C(=O)NC(=S)SCC(=O)O)cc1,-4.7,6.7,-1.2,2.0,0.1,-4.6,10.3,-1.2,-4.2
COCCNc1nc(C)cc(-c2cc(-c3ccc(Cl)cc3)on2)n1,1.8,-4.7,-7.8,-18.4,-0.1,1.6,-2.6,3.0,-1.6
N#CC1=C(S)N(c2ccccc2)C(c2ccc(-c3ccc(Cl)c(Cl)c3)o2)NC1=O (stereo not given),4.9,11.8,-3.1,36.6,0.1,4.5,10.4,0.4,12.0
CC(C)Cn1c(=O)c2sccc2n2c(CCCC(=O)NC3CCN(Cc4ccccc4)CC3)nnc12,-2.9,-2.7,0.0,7.8,0.8,-5.3,-1.7,1.8,1.7
Cn1ncc(Br)c1NC(=O)Nc1ccccc1,2.1,-2.6,10.0,-15.2,0.0,6.4,-7.4,-2.4,1.7
Nc1nc(NCc2ccco2)nn1-c1ccccc1,-6.4,-2.1,1.1,-2.8,-0.1,1.6,-9.0,-0.5,-3.9
COc1ccc(C(=O)Oc2ccc(=O)n(-c3ccccc3)n2)cc1,-1.9,2.2,-1.0,-4.3,0.0,40.5,1.8,7.8,3.6
CCCNC(=O)C1CN(S(=O)(=O)c2ccc(C)cc2)c2ccccc2O1 (stereo not given),2.8,-1.1,3.6,2.5,0.0,1.0,1.8,1.4,0.2
COc1ccccc1OCC(=O)Nc1ccccc1C(=O)NC1CC1,-2.9,-2.5,2.8,-3.8,-0.1,-6.4,-4.0,0.3,7.7
Cc1cc(NCCO)nc(N2CCOCC2)n1,-4.8,-3.9,-1.8,1.5,0.0,1.8,-1.0,-0.3,-1.2
C/C(=N\NC(=S)Nc1ccc(C)c(C)c1)c1ccc(N2CCOCC2)cc1,5.9,-7.5,1.2,-5.2,0.2,12.0,5.8,-0.7,-6.9

# Sorted by molecular weight (descending): part of the list above
Molecule,CTSL1 counter,TPT1 inh,LYPLA2 inh,HCV core dimer,Efflux pump inh,PREPL inhibitor,GASC-1 inh,PP5 primary,PP1 inh
C[C@H]1[C@H](C)CC[C@]2(C(=O)O)CC[C@]3(C)C(=CC[C@@H]4[C@@]5(C)C[C@@H](O)[C@H](O)C(C)(C)[C@@H]5CC[C@]43C)[C@H]12,-1.2,1.4,-7.9,10.3,0.5,-8.3,-6.1,-3.9,-3.4
CCOC(=O)c1c(C)[nH]c(C(=O)OCC(=O)NC2CCS(=O)(=O)C2)c1C (stereo not given),0.6,-3.8,7.0,-3.2,-0.1,13.9,11.5,1.7,0.0
Cc1ccccc1-c1noc(CCC(=O)NC2CCCCC2)n1,-1.0,-0.6,2.4,8.9,0.1,-3.1,-22.7,-0.4,2.6
O=C(/C=C\N1CCOCC1)c1ccc(Br)cc1,4.5,-0.6,-7.1,0.1,-0.1,-16.9,-0.7,0.4,3.0

# The list goes on.
canonical_smiles,CTSL1 counter,TPT1 inh,LYPLA2 inh,HCV core dimer,Efflux pump inh,PREPL inhibitor,GASC-1 inh,PP5 primary,PP1 inh
O=S(=O)(c1ccccc1)N1CCN(CCc2ccccc2)CC1,-3.1,4.1,6.1,-3.8,0.2,-9.9,-1.8,5.6,-3.3
COc1ccc(CNS(=O)(=O)c2ccc3c(c2)NC(=O)CS3)cc1,-2.7,2.6,-2.8,-5.6,0.7,10.5,-7.0,-1.3,-4.0
O=C(NC1CCOC1)c1ccc(OC2CCN(CCc3ccccc3)CC2)cc1 (stereo not given),-2.0,-1.2,3.2,-2.4,0.1,5.2,1.5,-1.5,-3.2
CCOc1ccc(S(=O)(=O)Nc2ncn[nH]2)cc1,0.9,-0.3,1.8,-4.9,0.0,2.9,-15.6,-1.2,-1.2
CCOCCCNC(=O)C(c1ccc(C)cc1)N1CCOCC1 (stereo not given),-1.0,0.7,-1.5,-0.5,-0.1,1.4,6.1,1.4,-2.5

# These rows are one share of the data; count on the stated rates, not on these rows.
